NCI-60 one-dose screen, 48 h, at 10 µM unless noted. Numbers give growth in % (100 = growth as untreated, 0 = no growth, -100 = all killed).
OVCAR-4 – OVCAR-4 ovarian cancer cells; AID 1794784; actives 3.7% (n = 80,000)
HT29 – HT29 colon cancer; AID 1794748; actives 7.4% (n = 81,000)
KM12 – KM12 colon cancer cells | actives 5% (n = 82,000) | AID 1794800
IGROV1 – IGROV1 ovarian cancer; actives 4.7% (n = 79,000); AID 1794786
COLO 205 – COLO 205 colon cancer; actives 7.3% (n = 79,000); AID 1794742
HCT-15 – HCT-15 colon cancer; actives 5.2% (n = 82,000); AID 1794746
SW-620 – SW-620 colon cancer. actives 5.2% (n = 82,000). AID 1794795
SK-OV-3 – SK-OV-3 ovarian cancer cells | actives 3.2% (n = 80,000)
HCT-116 – HCT-116 colon cancer; actives 7.3% (n = 82,000); AID 1794798
Active calls of the source: *; x = not tested or not shown. Rule for the calls: active = growth percent below 10; inactive = the rest. Rows are unselected, and some 12% of all compounds hit somewhere here.

canonical_smiles,OVCAR-4,HT29,KM12,IGROV1,COLO 205,HCT-15,SW-620,SK-OV-3,HCT-116
O=C(c1ccc(Cl)cc1)c1ccc(Cl)cc1,92,102,110,124,117,113,103,114,110
CC(=O)C1=C(C)NC(NNC(=O)Nc2ccc(Cl)cc2)=NC1c1ccc(Cl)cc1 (stereo not given),122,119,101,100,114,103,109,105,102
C#CCOc1cccc(-c2ncc3cc(NC(=O)CCl)ccc3n2)c1,-28*,-68*,14,-53*,-78*,-30*,-58*,77,-27*
CCOC(=O)C1=C(C)NC(=O)NC1c1cc(OC)c(OC)c(OC)c1 (stereo not given),99,104,105,94,108,98,103,119,104
COc1cc2c(cc1-c1c(C)noc1C)ncc1nc(C3CC3)n([C@H](C)COC(F)F)c12,59,17,51,59,25,24,63,1.4*,37
CCCCCCCCCCCC(=O)OCCNC(=O)C[n+]1ccccc1,105,94,110,x,105,110,116,97,103
COCCN1CCC(CO)C1 (stereo not given),118,113,113,x,119,107,106,121,115
COc1cc([C@@H]2NC(=O)NC(C)=C2C(=O)Nc2nc(-c3ccc(Cl)cc3)cs2)ccc1O,90,108,102,97,116,100,103,88,99
Cc1cc(NS(=O)(=O)c2ccc(-n3c(-c4ccccc4)nc(/C=C4\C=Nc5ccccc54)c3O)cc2)no1,47,20,24,59,37,25,57,74,30
O=C(NNc1nc2cc(Cl)ccc2n2cccc12)c1cnccn1,36,37,38,35,20,25,44,53,36
COc1cc2oc(-c3cccc(NC(=O)[C@H](CCC(N)=O)NC(=O)OC(C)(C)C)c3)cc(=O)c2c(OC)c1OC,105,106,101,107,120,107,105,112,101
COc1c(B(O)O)cccc1-c1nc2ccc3[nH]ncc3c2c2c1CCC2,81,64,51,42,66,55,55,x,47
Fc1ccc(NCCS)cc1,102,111,98,104,108,105,102,x,111
CCOC(=O)c1c(NC(=O)c2ccc(Cl)cc2)sc2c(CN(C)C)c(O)ccc12,73,23,88,66,5.5*,-1.5*,28,82,71
C=CCOC(=O)/C=C(/CC(=O)OCC=C)C(=O)OCC=C,x,112,109,108,105,93,118,102,102
OCC(S)CS (stereo not given),85,97,91,103,109,92,111,113,91
Cc1ccc(/C=C/C(=O)c2ccc(S(=O)(=O)NCCNc3nc(N(C)C)nc(N4CCOCC4)n3)cc2)cc1,92,37,21,102,114,46,29,90,-22*
CCOC(=O)c1c2c(n3ccc(NC(=O)OC(C)(C)C)cc13)C(=O)c1ncccc1C2=O,12,-51*,-46*,-4.9*,-55*,-69*,-75*,-33*,-66*
Cc1ccc(-c2cc(Cc3cccs3)c(=O)n(CN3CCN(C)CC3)n2)cc1C,102,x,110,115,105,89,109,101,96
N#Cc1c(-c2ccc(Cl)cc2)nc(N2NC(=O)CC2=O)nc1N1CCOCC1,99,99,100,106,119,103,100,113,97
O=C1C=CC(=O)C(Sc2ccccc2)=C1,99,94,104,106,105,103,88,84,91
C=C(C[n+]1ccccc1)[C@@H]1CC[C@]2(COC(C)=O)CC[C@]3(C)[C@H](CC[C@@H]4[C@@]5(C)CC[C@H](OC(C)=O)C(C)(C)[C@@H]5CC[C@]43C)[C@@H]12,74,70,66,44,45,104,85,95,96
O=c1[nH]c2cc(O)ccc2c2ccccc12,89,98,94,91,100,91,103,108,107
CO[C@@H]1[C@@H](OC)N(C(=O)c2ccc(Cl)cc2)C(=O)N1C(=O)c1ccc(Cl)cc1,95,101,101,106,106,102,105,102,100
COc1ccc(C2CC(c3cccc(Nc4ccnc5cc(Cl)ccc45)c3)=NN2c2ccc(Cl)cc2)cc1 (stereo not given),96,64,22,99,74,43,31,95,66
O=c1ccn(CCOc2nc(-c3ccc(F)cc3)cc(-c3ccco3)n2)c(=O)[nH]1,111,102,100,91,104,99,113,95,96
Cc1ccc(C2=NN(c3ccccc3)C(c3ccccc3)C2NC2CCCCC2)cc1 (stereo not given),88,84,95,103,97,89,90,107,82
Cc1cc(-c2ccccc2)n2nc(NC#N)nc2c1C#N,106,94,106,105,109,104,106,96,96
COc1cc(C2CC(c3ccc4c(c3)OCO4)=NN2C=O)cc(OC)c1OC (stereo not given),58,x,23,x,13,34,27,25,21
O=C(Cn1ccnc1)NC(c1ccccc1)c1ccccc1,105,104,103,106,109,101,106,114,106

Complete entries, quoted from the list. Order of screens: OVCAR-4 | HT29 | KM12 | IGROV1 | COLO 205 | HCT-15 | SW-620 | SK-OV-3 | HCT-116
Cc1ccc(-c2cc(Cc3cccs3)c(=O)n(CN3CCN(C)CC3)n2)cc1C in the list: 102 | x | 110 | 115 | 105 | 89 | 109 | 101 | 96
Fc1ccc(NCCS)cc1 in the list: 102 | 111 | 98 | 104 | 108 | 105 | 102 | x | 111
COc1cc(C2CC(c3ccc4c(c3)OCO4)=NN2C=O)cc(OC)c1OC (stereo not given) in the list: 58 | x | 23 | x | 13 | 34 | 27 | 25 | 21
O=C(Cn1ccnc1)NC(c1ccccc1)c1ccccc1 in the list: 105 | 104 | 103 | 106 | 109 | 101 | 106 | 114 | 106
COc1cc([C@@H]2NC(=O)NC(C)=C2C(=O)Nc2nc(-c3ccc(Cl)cc3)cs2)ccc1O in the list: 90 | 108 | 102 | 97 | 116 | 100 | 103 | 88 | 99

Back to the main list; the six compounds before the break are reprinted first.
canonical_smiles,OVCAR-4,HT29,KM12,IGROV1,COLO 205,HCT-15,SW-620,SK-OV-3,HCT-116
COc1ccc(C2CC(c3cccc(Nc4ccnc5cc(Cl)ccc45)c3)=NN2c2ccc(Cl)cc2)cc1 (stereo not given),96,64,22,99,74,43,31,95,66
O=c1ccn(CCOc2nc(-c3ccc(F)cc3)cc(-c3ccco3)n2)c(=O)[nH]1,111,102,100,91,104,99,113,95,96
Cc1ccc(C2=NN(c3ccccc3)C(c3ccccc3)C2NC2CCCCC2)cc1 (stereo not given),88,84,95,103,97,89,90,107,82
Cc1cc(-c2ccccc2)n2nc(NC#N)nc2c1C#N,106,94,106,105,109,104,106,96,96
COc1cc(C2CC(c3ccc4c(c3)OCO4)=NN2C=O)cc(OC)c1OC (stereo not given),58,x,23,x,13,34,27,25,21
O=C(Cn1ccnc1)NC(c1ccccc1)c1ccccc1,105,104,103,106,109,101,106,114,106
Nc1ccc(S(=O)(=O)Nc2ccc(C(=O)O)cc2)cc1,112,104,95,107,111,105,97,114,91
CCOC(C)C=O (stereo not given),95,101,117,101,106,104,102,99,107
C/C=C(/C)C(=O)O[C@@H]1CC(C)(C)CC2C34OC(=O)[C@@]21CC[C@@]3(C)[C@]1(C)CCC2C(C)(C)C(=O)CC[C@]2(C)C1C[C@@H]4Cl (stereo not given in full),96,98,104,97,99,99,97,100,86
COc1ccc(Cn2cc3c(c2)-c2oncc2CC3)cc1,90,9.5*,52,50,68,55,27,67,30
COC(=O)c1ccc2nc([C@@H](C)[C@H]3CC[C@H]4[C@@H]5CCC6=CC(=O)CC[C@]6(C)[C@H]5CC[C@]34C)[nH]c2c1,69,64,83,86,82,68,96,94,63
Clc1ccc(/C=C2\CCCC3C2=Nc2ccccc2NC3c2ccc(Cl)cc2)cc1 (stereo not given),80,16,17,83,68,64,41,71,-87*
Nc1ncc(-c2ccc3ncnc(-n4cnc5cc(F)c(F)cc54)c3c2)cn1,70,89,94,63,88,69,86,77,81
COc1ccc(-c2cs/c(=N\N=C\c3ccccc3F)n2C)cc1,67,93,92,74,83,48,92,76,38
O=c1c2cc(-c3ccc(F)cc3F)ccc2n(Nc2ccccc2)c(=O)n1-c1cccc(C(F)(F)F)c1,31,59,11,17,74,11,16,8.6*,7.1*
Cn1ccnc1C(=O)/C=C/c1ccc(NC(=O)c2c(F)c(F)c(F)c(F)c2F)cc1,106,112,105,99,124,86,105,129,101
CC(C)CCSC1=CC(=O)c2ccccc2C1=O,-51*,97,92,-35*,132,72,-17*,104,-100*
CCOC(=O)CCC1CCCCC1=O (stereo not given),105,107,123,115,109,108,106,102,111
O=C(/C=C/c1ccc(Cl)cc1)/C=C/c1cc2ccccc2[nH]c1=O,84,-0.3*,28,79,41,69,8.5*,100,-56*
O=C(NCCc1ccc(O)c(O)c1)c1sccc1Nc1ccnc(C(F)(F)F)c1,84,102,101,103,111,99,104,105,96
N#C/C=C/c1ccco1,110,107,100,113,115,101,104,98,101
O=S(=O)(NCCCNc1cc(-c2cn(-c3ccccc3)nc2-c2cccc(O)c2)ccn1)c1ccc(Br)cc1,37,-24*,7.9*,22,-70*,-19*,11,21,9.4*
c1ccc(-c2c[nH][nH]c3ncnc4ncn2c43)cc1,94,102,104,91,110,115,102,99,100
N#CNc1ccccc1,x,x,107,83,x,107,98,102,84
Cc1cccc(Oc2c(/C=N/N=c3\sc4ccccc4n3C)c(C)nn2-c2ccccc2)c1,95,86,100,93,99,92,99,97,93
Cn1c(-c2ccccc2)c(C#N)c(NS(=O)(=O)c2ccc(N)cc2)c1-c1ccccc1,105,107,105,93,130,101,109,110,90
COc1cc(O)c(/C=N/N2C(=O)CSC2=S)c(OC)c1,x,99,93,102,98,87,115,99,101
CCNCC(C)(C)O,99,109,113,112,113,104,106,110,101
Nc1cc(-c2ccccc2)nn1-c1nc(-c2ccc(Cl)c(Cl)c2)cs1,103,91,90,85,107,108,98,78,97
COc1cccc(C(=O)CC(c2ccccc2)C(C)(C)[N+](=O)[O-])c1 (stereo not given),84,100,103,107,106,96,97,92,100
CSc1nnc2sc3cc(C)ccc3n12,96,104,94,97,111,96,100,110,111
CS(=O)(=O)c1ccc(-c2[nH]c3ccccc3c2/C=N/NC(N)=S)cc1,104,86,97,104,97,98,103,96,83

Bioassay records (PubChem BioAssay)
